Mm-Cpn inhibitor = M. maripaludis TRiC chaperonin inhibition | Potency, µM (top dose mostly 76.9 µM), without a hit: at the highest dose activity, negative = inhibition, most hits filed as inhibitors | actives 0.031% (n = 330,000) | purified Mm-Cpn ATPase, ADP Transcreener TR-FRET | AID 504842; active means well fitted inhibition curve with a large enough effect; inconclusive means small, poorly fitted or top-dose-only effect; further: nearly all actives have a fitted effect of over 80% in size
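Purified archaeal Mm-CPN (25nM final) preincubated 10 min at 37degC with compound, then 10uM ATP for 30 min at 37degC; ADP measured by HTRF Transcreener TR-FRET; buffer 30 mM TRIS pH 7.4, 100mM KCl, 5mM MgCl2, 1mM DTT.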
Active calls of the source: *; u = inconclusive; & = joins results of further samples; [ ] = remark or other dose. On the % scale 0 is the no-effect control and ±100 the full control effect; potency means the concentration at half of the fitted maximal effect. These rows are one share of the data; count on the stated rates, not on these rows.

SMILES | Mm-Cpn inhibitor
Cc1cc(C)n(-c2nc(Nc3ccccc3C)nc(-n3nc(C)cc3C)n2)n1 | 1%
CCOC(=O)c1cc2c(ccn2-c2ccc(F)cc2)n1CC(=O)NC(C)(C)C | u
C/C=C/C=C/[C@H]1Cc2cc(O)cc(O)c2O1 | -1%
COc1ccc(N(CC(=O)N/N=C/c2ccc3c(c2)OCO3)S(=O)(=O)c2ccccc2)cc1 | 0%
COc1ccc(-c2cc(C(F)(F)F)c(C#N)c(SCC(=O)O)n2)cc1OC | -3%
COC(=O)COc1ccc(S(=O)(=O)Nc2cc(OC)ccc2OC)cc1 | 1%
CC1(C)CC(=O)C2=C(C1)O[C@@]1(CCCCN3C(=O)c4ccccc4C3=O)Cc3ccccc3C2O1 | 0%[15.4 µM]
Cc1c2cnn(CC(=O)N3CCN(c4ncccn4)CC3)c(=O)c2c(C)n1Cc1ccc(F)cc1 | 1%
COC(=O)c1cnn(-c2ccc(C(=O)Nc3cccc(C(C)=O)c3)cc2)c1N | -1%
CCOc1ccc(OCC)c(NC(=O)CSc2nc3c(c(=O)n(C)c(=O)n3C)n2C)c1 | 0%
Cc1cccc(N/N=C(\C=N\N)C(=O)c2ccc(Br)cc2)c1 | 1%
CCCN1C(=O)c2cc(C(=O)NCc3cccs3)ccc2C1O (centres undefined) | -1%
CCn1c(C)nc2cc(C(=O)n3cc(C(=O)c4cc(F)ccc4O)cn3)ccc21 | 0%
O=C(Nc1c(-c2cccs2)nc2ccccn12)c1ccc2ccccc2c1 | 2%
CCOC(=O)C1=C(Cc2ccc(C)cc2)C(=O)c2ccccc2C1=O | -2%
CC1CCCCC1NC1=NCCCS1 (centres undefined) | 3%
COc1ccc(N2CCN(CCNC(=O)CCS(=O)(=O)c3cccc4nsnc34)CC2)cc1 | -2%
O=C1OCC2=C1C(c1ccc(F)cc1)CC(=O)N2c1ccccc1 (centres undefined) | -1%
CCc1cc2c(nc1CC)CCN(CC/C(C)=N/O[C@@H](C)c1cc(-c3c(C)cc(C)cc3C)no1)C2 | 1%
COc1cccc(Cn2ncc3c4sc(Br)cc4n(C)c3c2=O)c1 | -1%
CCCn1c(=N)c(C#N)cc2c(=O)n3cccc(C)c3nc21 | 2%
COC(=O)C1=C(NC(=O)c2cccs2)CCS1 | 3%
CCCNC(=O)OC[C@H]1O[C@H](CCO/N=C(\C)CCN2CCc3nc(-c4ccccc4)c(-c4ccccc4)cc3C2)C=C[C@@H]1Oc1ccc(OC)cc1 | -2%
Cc1nn(-c2ccccc2)c(Cl)c1C(=O)N(C)c1nc(-c2ccc(F)cc2)cs1 | -24%
Cc1ccc2cc(CN(Cc3cccs3)C(=O)c3ccco3)c3nnnn3c2c1C | -3%
CCOc1ccc(NC(=O)c2cc3cc4ccc(C)cc4nc3o2)cc1 | -3%
COc1ccc(Cn2c(S(=O)(=O)CC(N)=O)nc3ccccc32)cc1[N+](=O)[O-] | 0%
CCCNC(=O)OC[C@H]1O[C@H](CCO/N=C/[C@@H](NS(=O)(=O)c2ccc(C)cc2)[C@H](C)/C=C/CC(=O)OC)C=C[C@@H]1Oc1ccc(OC)cc1 | 2%
O=C(c1ccc(Br)o1)N1CCc2ccccc21 | 0%
C[C@@H]1NC(=O)[C@H](CCCN=C(N)N)NC(=O)c2cc([N+](=O)[O-])cc(I)c2OCC[C@@H](C(N)=O)NC1=O | -1%

Molecules from the list above that have a cyano group, in the order listed:
SMILES | Mm-Cpn inhibitor
COc1ccc(-c2cc(C(F)(F)F)c(C#N)c(SCC(=O)O)n2)cc1OC | -3%
CCCn1c(=N)c(C#N)cc2c(=O)n3cccc(C)c3nc21 | 2%

(more compounds)
SMILES | Mm-Cpn inhibitor
Cc1nc2ccccc2c(=O)n1NC(=O)c1c(O)c2ccccc2n(C)c1=O | 1%
FC(F)(F)c1ccc(CN2C[C@@H]3C(c4ccccc4)C4(c5ccccc5)CC3(C4)[C@H]2c2ccccc2)cc1 (some centres undefined) | -2%
CCCc1cc(=O)oc2c3c(c(Cl)cc12)OCN(CCCO)C3 | -9%
COc1cc(S(=O)(=O)Nc2cccc(C)c2)ccc1N=Cc1c(C)[nH]n(-c2ccccc2)c1=O | -2%
COc1ccc(CNC(=O)Cn2ncn3cccc3c2=O)cc1 | 1%
O=C(CCN1C(=O)/C(=C\c2ccccc2F)SC1=S)Nc1ccc(C(=O)O)c(O)c1 | 1%
CC(=O)OC[C@H]1O[C@H](C/C=N/O[C@@H](C)c2cn([C@H](CO)Cc3ccccc3)nn2)C=C[C@@H]1OC(C)=O | 0%
Cc1cccc(NC(=O)CSc2nnc(NC(=O)CN3CCCCC3)s2)c1 | 4%
Nc1cc(=O)[nH]c(SCC(=O)Nc2nc3ccc([N+](=O)[O-])cc3s2)n1 | 2%
Cc1nc(NC(=O)c2ccccc2)sc1-c1csc(Nc2cccc(Cl)c2)n1 | -26%
COc1cccc(C2C3=C(Nc4[nH]n(-c5ccccc5)c(=O)c42)c2ccccc2C3=O)c1 (centres undefined) | 0%
N#Cc1ccc2c(c1)C[C@]1(CCCCN3C(=O)c4ccccc4C3=O)Oc3cc(-c4ccccc4)oc(=O)c3[C@H]2O1 | -4%[15.4 µM]
Cc1ccc(C2c3c(oc4ccc(Cl)cc4c3=O)C(=O)N2CCCN2CCOCC2)o1 (centres undefined) | 1%
COc1cc(/C=C2\SC(=Nc3ccc(F)cc3)N(c3ccc(F)cc3)C2=O)ccc1OCC(=O)O | 3%
Cc1ccc(C)c(Oc2coc3cc(OCC(=O)Nc4ccccc4C(C)C)ccc3c2=O)c1 | 0%
COc1ccc(CCC(=O)Nc2cc(S(C)(=O)=O)ccc2Cl)cc1 | 1%
CC(Oc1ccc(Br)cc1)C(=O)Nn1c(=S)[nH]c2ncccc2c1=O (centres undefined) | 1%
CC(CCCCC(=O)Nc1ccc(C(F)(F)F)cc1)NCCc1cnc[nH]1 (centres undefined) | -1%
COc1cc(C2c3c(oc4ccc(Cl)cc4c3=O)C(=O)N2Cc2ccco2)cc(OC)c1OC (centres undefined) | -1%
O=C(Cn1cc2c(n1)CCCCC2)Nc1ccc(F)cc1F | 0%
CCOc1cccc(-c2nnc3sc(-c4ccc(C)cc4)nn23)c1 | 2%
COc1ccc(O)c(N)c1 | -3%
CCCCN(CCCC)C(=O)c1c[nH]c2ccc(S(=O)(=O)Nc3cccc(Cl)c3C)cc2c1=O | 1%
N#Cc1c(NC(=S)NC(=O)c2ccccc2)sc2c1CCN(CCc1ccccc1)C2 | -10%
N#CC1=C(N)SC(N)=C(C#N)C1c1ccoc1 | -5%
c1ccc(Cn2ncc3c2ncn2c(-c4ccncc4)nnc32)cc1 | -5%
CC(C)(C)[C@H](NC(=O)c1ccc(N)c(Cl)c1)C(=O)N1CCC[C@H]1C(=O)N[C@H](C#N)Cc1nn[nH]n1 | 1%
O=C(O)c1cc(N/N=C/c2cccs2)ccc1Cl | 4%
Cc1ccc(C2=NN(CCC(=O)NCCC(C)C)C(=O)CC2)cc1 | 0%
O=C(Nc1nc2ccccc2s1)Nc1ccc([N+](=O)[O-])cc1Cl | 0%

Filtered by structure: the entries above containing a COOH group.
SMILES | Mm-Cpn inhibitor
COc1ccc(-c2cc(C(F)(F)F)c(C#N)c(SCC(=O)O)n2)cc1OC | -3%
O=C(CCN1C(=O)/C(=C\c2ccccc2F)SC1=S)Nc1ccc(C(=O)O)c(O)c1 | 1%
COc1cc(/C=C2\SC(=Nc3ccc(F)cc3)N(c3ccc(F)cc3)C2=O)ccc1OCC(=O)O | 3%
O=C(O)c1cc(N/N=C/c2cccs2)ccc1Cl | 4%

The main list resumes with the three entries that preceded the break.
SMILES | Mm-Cpn inhibitor
O=C(O)c1cc(N/N=C/c2cccs2)ccc1Cl | 4%
Cc1ccc(C2=NN(CCC(=O)NCCC(C)C)C(=O)CC2)cc1 | 0%
O=C(Nc1nc2ccccc2s1)Nc1ccc([N+](=O)[O-])cc1Cl | 0%
O=c1c(O[C@@H]2O[C@H](CO)[C@@H](O)[C@H](O)[C@H]2O)c(-c2ccc(O)c(O)c2)oc2cc(O)cc(O)c12 | -10%
CN1C(=O)c2c(sc3c2CCCC3)NC1c1ccccc1O (centres undefined) | 1%
CCOc1ccc(/C=C2/Sc3ccc(C(=O)N4CCN(C(=O)c5ccco5)CC4)cc3N(C)C2=O)cc1OC | -5%
O=C(Nc1nc2ccccc2n1CCN1CCCCC1)c1ccc(Cl)cc1 | -2%
CCOc1ccc(NC(=O)c2nn(-c3ccc(OC)cc3OC)c(=O)c3ccccc23)cc1 | -3%
COc1ccc2nc(NC(=O)c3ccc(-c4cccc([N+](=O)[O-])c4)o3)sc2c1 | -1%
CC1(C)Cc2c(c(N3CCCC3)[nH]c(=S)c2C#N)CO1 | -5%
O=C(C#Cc1cccc([N+](=O)[O-])c1)c1ccccc1 | 1%
CC(C)Cn1c(N)c(C(=O)CSc2cc(Cl)ccc2Cl)c(=O)n(C)c1=O | u
COc1ccc(C2CC(=O)C(C=NCCN3CCN(C(C)=O)CC3)=C(O)C2)cc1OC (centres undefined) | 0%
Cc1ccc(N=Nc2c(O)c3ccccc3[nH]c2=O)c(S(=O)(=O)N(C)C)c1 | 0%
CCOc1ccc(NC(=O)c2ccc3c(=O)n(-c4ccc(OC)cc4OC)c(=S)[nH]c3c2)cc1 | -7%
O=C(OCc1cc(Cl)ccc1OC(F)F)c1cc(S(=O)(=O)O)ccc1O | 0%
Cc1ccnc(NC(=O)c2ccc(Cl)c(NC(=O)CCc3ccccc3)c2)c1 | 1%
CCn1c(=S)[nH]c2cc(C(=O)O)ccc21 | -3%
CC(C)(C)S(=O)(=O)c1ccc(S(=O)(=O)C(C)(C)C)s1 | -1%
COc1cc2c(cc1OC)C1OC(c3ccsc3)(C2)Oc2cc(C)oc(=O)c21 (centres undefined) | -2%[15.4 µM]
COc1ccccc1Nc1nc(NCCO)c2ccccc2n1 | 0%
CCCOc1ccc(/C(O)=C2\C(=O)C(=O)N(CCCN(C)C)C23C(=O)N(C)c2ccccc23)cc1 (centres undefined) | -1%
O=C1NC(Cc2ccc(O)cc2)c2nc3ccc(Br)cc3c(=O)n2-c2ccc(Cl)cc21 (centres undefined) | -1%
O=c1c2c3nc4ccccc4nc3n(/N=C/c3cccs3)c2ncn1-c1ccccc1 | 0%
COc1ccc(/C=C/C(=O)Oc2ccc(/C=N/NC(=O)COc3c(C)cccc3C)cc2)cc1 | 1%
Oc1cc(NCc2ccccc2)cc2cccnc12 | -1%
N#CC1=C(N)OC2=C(CCC/C2=C/c2ccoc2)C1c1ccoc1 (centres undefined) | 0%
Cn1c(=O)c2c(nc(SCC(=O)c3ccccc3F)n2C)n(C)c1=O | 0%
Cc1ccc2[nH]c3c(c2c1)CN(C(=O)CN1CCN(c2ccccc2F)CC1)CC3 | -1%
CS(=O)(=O)C1=NSC2=NC(=O)/C(=C\c3ccc(OC(=O)c4ccco4)cc3)C(=N)N21 | 1%
COc1cc(C#N)c(NC(=S)N2CCOCC2)cc1OC | -1%
O=c1[nH]c(/C=C/c2ccc3c(c2)OCO3)c([N+](=O)[O-])c(=O)[nH]1 | 1%
NC(=O)Cn1cc(C(=O)COc2ccccc2)c2ccccc21 | 1%
CCn1c(COc2ccc(OC)cc2)nnc1SCc1nc2ccccc2c(=O)[nH]1 | -2%
O=C(CN(c1ccccc1)S(=O)(=O)c1ccccc1)N/N=C/c1ccc(OC2CSC2)cc1 | 3%
O=C(c1ccccc1)c1c[nH]c2cc3c(cc2c1=O)OCO3 | 0%
CCN1CCN(C2CCN(C(C)=O)CC2)CC1 | -4%
CCN1C(=NCCN2CCOCC2)N[C@@H](CCc2ccccc2)C(C(=O)OC)=C1C | -3%&0%
COCCNC(=O)c1c(N)sc2c1CCCC2 | 0%
Cc1cccc(-n2c(SCN3C(=O)c4ccccc4C3=O)nc3ccccc3c2=O)c1 | -5%
